TNAP act DEA: activators of human TNAP at intermediate phosphate acceptor | purified TNAP, CDP-star luminescence, 100 mM DEA, 30 min; stronger effect = higher value; scale: 0 levamisole-inhibited, 1 vehicle-only enzyme | activation factor at 20 µM | 64,000 tested, under 10 active;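 active = activation factor of at least 2 at 20 µM, relative to controls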
Target sequence (P05186 whole entry, looked up): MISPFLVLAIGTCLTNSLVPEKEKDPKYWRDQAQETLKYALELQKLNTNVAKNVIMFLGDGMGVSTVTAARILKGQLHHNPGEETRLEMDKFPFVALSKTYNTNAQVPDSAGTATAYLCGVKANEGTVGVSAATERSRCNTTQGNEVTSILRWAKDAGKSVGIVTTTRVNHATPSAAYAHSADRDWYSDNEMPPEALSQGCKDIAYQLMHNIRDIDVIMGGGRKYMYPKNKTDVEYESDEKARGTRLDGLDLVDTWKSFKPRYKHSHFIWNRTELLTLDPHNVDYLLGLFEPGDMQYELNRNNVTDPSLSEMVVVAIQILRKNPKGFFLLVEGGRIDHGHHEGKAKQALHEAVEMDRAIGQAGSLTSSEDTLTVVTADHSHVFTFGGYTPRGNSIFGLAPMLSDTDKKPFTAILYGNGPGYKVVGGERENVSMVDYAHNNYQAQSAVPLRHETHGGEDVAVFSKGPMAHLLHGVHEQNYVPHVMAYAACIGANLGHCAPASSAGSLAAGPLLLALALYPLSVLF
M1 ag: activates the M1 muscarinic receptor | CHO-M1 cells, Fluo-4 calcium fluorescence, agonist mode; stronger effect = higher value | actives 3% (n = 64,000) | B-score at 10 µM | AID 626;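 active = fluorescence rise, raw or as B-score row- and column-corrected plate score, outside the 99.7% band of its plate's samples, either direction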
D1 allo mod: D1 dopamine receptor (human) allosteric modulation. B-score at 10 µM. actives 5.9% (n = 58,000). P21728. AID 641. HEK293 D1, CRE-luciferase, dopamine EC30 potentiation; actives deviate in either direction;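 active = luminescence count or its row- and column-corrected plate score outside the 99.7% band of the plate's sample wells, on either side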
Jurkat viability: cytotoxic compounds reducing Jurkat cell viability | Jurkat E6.1 viability, ATP luminescence, 48 h | inhibition, % at 4 µM | actives 1.2% (n = 56,000) | AID 463;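 active = inhibition above the mean inhibition of all tested compounds plus 3 SD, cut at about 28% in these data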
E coli RNAP: Escherichia coli RNA polymerase inhibition | P0A8V2 | E. coli RNA polymerase, fluorescence transcription assay | inhibition, %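 (tested at 10 µM)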 | actives 0.2% (n = 62,000) | AID 559; in the data active = inhibition above about 20%;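 also: 0% = enzyme without compound and 100% = no enzyme blank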
S1P3 agonist: agonists of human S1P3 receptor; Q99500; S1P3 NFAT-BLA reporter cells, agonism, FRET ratio; relative to 1 µM S1P, basal subtracted; activation, % at 4.5 µM; actives 0.1% (n = 60,000);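 active = activation above the screen-wide mean plus 3 SD, cut at about 4.5% in these data, passing the limit was not always enough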; also: some compounds called inactive have numbers as strong as hits
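material = human S1P3 NFAT-BLA reporter CHO cells | schedule = 4 h compound at 37 °C, 2 h substrate at RT | measured by = fluorescent BLA substrate, ex 405 nm, em 460/535 nm ratio | controls = 1 µM S1P reference | replication = primary once, confirmation triplicate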
M1 antagonist: M1 muscarinic receptor (rat) antagonism; P08482; CHO-M1 cells, Fluo-4 calcium, ACh EC80 antagonist mode; stronger effect = lower value; B-score at 10 µM; actives 3.4% (n = 64,000);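 active = calcium fluorescence response, raw or row-and-column corrected B-score, differing from the plate sample mean either way at a set confidence level, mostly lower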
Target sequence (P08482 whole entry, looked up): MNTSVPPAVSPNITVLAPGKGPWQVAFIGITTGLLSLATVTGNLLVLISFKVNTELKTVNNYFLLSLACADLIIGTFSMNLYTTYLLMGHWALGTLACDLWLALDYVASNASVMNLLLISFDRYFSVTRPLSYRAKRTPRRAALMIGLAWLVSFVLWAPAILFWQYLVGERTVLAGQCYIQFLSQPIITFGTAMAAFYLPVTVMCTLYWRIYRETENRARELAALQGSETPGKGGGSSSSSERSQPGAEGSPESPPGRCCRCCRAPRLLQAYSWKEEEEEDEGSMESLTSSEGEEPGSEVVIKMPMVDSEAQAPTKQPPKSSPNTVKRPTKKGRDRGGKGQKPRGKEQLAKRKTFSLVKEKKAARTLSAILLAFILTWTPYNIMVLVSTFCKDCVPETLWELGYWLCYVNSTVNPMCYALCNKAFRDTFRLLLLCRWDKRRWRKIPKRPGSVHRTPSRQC
HEK293 NFkB inh: inhibitors of the PMA/ionomycin-induced NF-kB reporter in HEK293 cells; AID 465; inhibition, % at 3 µM; HEK-293 NF-kB luciferase reporter, luminescence; actives 0.21% (n = 62,000);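 active = inhibition above the mean of all tested compounds plus 3 SD, cut at about 40% in these data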;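 also: 0% = stimulated DMSO wells and 100% = 10 µM reference inhibitor 5653914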
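System – HEK-293 cells with stable firefly luciferase reporter driven by four HIV NF-kB elements · Doses – one dose, 3 µM · Schedule – 1 h compound pre-incubation, 16 h PMA/ionomycin at 37 °C · Technique – luminescence from luciferase substrate reagent · Measure – percent inhibition normalized per plate to DMSO and reference-inhibitor controls · Replicates – tested once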
S1P1 ag-PAM: agonists and agonism potentiators of human S1P1 receptor | P21453 | activation, % at 9.5 µM | actives 0.57% (n = 56,000) | AID 449 | S1P1 CRE-bla cells, forskolin, beta-lactamase FRET, potentiator mode; S1P1 agonist co-added at EC20, 2 nM; 100% = saturating reference agonist, 0% = basal;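 active = activation above a cutoff set at the mean activation of all tested compounds plus 3 SD, cut at about 54% in these data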;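 also: forskolin at 4 µM as EC80 and the EC20 agonist is SEW2871; 100% = SEW2871 at its EC100 plus forskolin at EC80; some compounds past the cut are filed as inactive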
* marks the source's active call; other numbers are inactive results.

COc1ccc2[nH]c(=O)c(C(c3nnnn3C(C)(C)C)N(Cc3ccco3)CC3CCCO3)cc2c1 (configuration not stated) was read as TNAP act DEA 1, M1 ag -0.41, D1 allo mod -0.68, Jurkat viability 8, E coli RNAP -3, S1P3 agonist 0.1, M1 antagonist 0.62, HEK293 NFkB inh 6 and S1P1 ag-PAM -22.
For O=C(Nc1nnc(CCc2ccccc2)s1)c1ccco1 the results were TNAP act DEA 0.9, M1 ag 0.18, D1 allo mod 0.18, Jurkat viability -4, E coli RNAP 7, S1P3 agonist 0.9, M1 antagonist -0.03, HEK293 NFkB inh 1 and S1P1 ag-PAM -5.
Cn1c(=O)c2c(nc(NCCCN3CCOCC3)n2Cc2ccc(Cl)cc2Cl)n(C)c1=O was read as TNAP act DEA 1, M1 ag -0.64, D1 allo mod 0.5, Jurkat viability -1, E coli RNAP 4, S1P3 agonist -1.0, M1 antagonist 0.0068, HEK293 NFkB inh 5 and S1P1 ag-PAM -2.
O=C(CSc1nc(-c2cccs2)cc(C(F)(F)F)n1)NCCCn1ccnc1 was read as M1 ag -0.0028, D1 allo mod -1.2, Jurkat viability 16, S1P3 agonist -1.1, M1 antagonist 0.19, HEK293 NFkB inh 13 and S1P1 ag-PAM -10.
`CC1CCN(C(=O)CSc2nnc(-c3cccnc3)n2C2CCCCC2)CC1` gave TNAP act DEA 1, M1 ag 0.013, D1 allo mod 1.3, Jurkat viability 0, E coli RNAP 4, S1P3 agonist -0.2, M1 antagonist 0.023, HEK293 NFkB inh 4 and S1P1 ag-PAM -13.
For O=C(NC1CCCCC1)C(c1ccc(Cl)cc1)N(C(=O)c1cnccn1)c1ccc2c(c1)OCO2 (configuration not stated) the results were TNAP act DEA 0.8, M1 ag -0.13, D1 allo mod 0.0097, Jurkat viability -12, E coli RNAP 9, S1P3 agonist 0.0, M1 antagonist 0.012, HEK293 NFkB inh 2 and S1P1 ag-PAM 3.
Screening CC1=C(C)C(=O)N(CCC(=O)O)C1=O returned TNAP act DEA 0.9, M1 ag -0.17, D1 allo mod 0.067, Jurkat viability -8, E coli RNAP 11, S1P3 agonist -0.4, M1 antagonist -0.076, HEK293 NFkB inh -10 and S1P1 ag-PAM -19.
Screening Nc1cc(N)nc(SCc2cccnc2)n1 returned TNAP act DEA 0.9, M1 ag -0.89, Jurkat viability 4, E coli RNAP 7, S1P3 agonist 0.5, M1 antagonist -0.68, HEK293 NFkB inh 12 and S1P1 ag-PAM -36.
Screening CCCCCN(C(=O)NC(=O)NCCCC)S(C)(=O)=O returned TNAP act DEA 1, M1 ag 0.1, D1 allo mod 0.24, Jurkat viability -2, E coli RNAP -1, S1P3 agonist -0.7, M1 antagonist -0.73, HEK293 NFkB inh 18 and S1P1 ag-PAM 8.
Screening O=C(CN1C(=O)C2CC=C(Cl)CC2C1=O)Nc1ccc(C(=O)O)cc1 (configuration not stated) returned TNAP act DEA 0.9, M1 ag -1.6, D1 allo mod 0.46, E coli RNAP 8, M1 antagonist -0.2 and HEK293 NFkB inh 13.
For CN(c1ccccc1C(=O)Nc1ccccc1C(=O)NCc1ccco1)S(C)(=O)=O the results were TNAP act DEA 1, M1 ag -0.98, D1 allo mod -0.8, Jurkat viability -6, E coli RNAP 11, S1P3 agonist -0.6, M1 antagonist 1.7, HEK293 NFkB inh 2 and S1P1 ag-PAM 6.
`CCOc1ccccc1CN1CCN(S(C)(=O)=O)CC1` gave TNAP act DEA 0.9, M1 ag -0.12, D1 allo mod 0.016, Jurkat viability 1, E coli RNAP 8, S1P3 agonist -0.1, M1 antagonist 0.003, HEK293 NFkB inh 9 and S1P1 ag-PAM -2.
Cc1cc(C)c(C#N)c(SCCS(=O)(=O)Cc2ccccc2)n1 was read as TNAP act DEA 0.9, M1 ag 0.65, D1 allo mod 0.17, Jurkat viability -6, E coli RNAP 11, S1P3 agonist -0.5, M1 antagonist -0.64, HEK293 NFkB inh -7 and S1P1 ag-PAM -4.
`COc1ccc(C(=O)CSc2nnc(Cn3cnc4ccccc43)o2)cc1` gave TNAP act DEA 0.8, M1 ag 2, D1 allo mod -1.5, Jurkat viability 92*, S1P3 agonist -1.2, M1 antagonist -2.2*, HEK293 NFkB inh 13 and S1P1 ag-PAM 34.
CSC1CCCCC1(O)CSc1nc2ccccc2o1 (configuration not stated) was read as TNAP act DEA 1, M1 ag 1, D1 allo mod 0.77, Jurkat viability -2, E coli RNAP -2, S1P3 agonist 0.3, M1 antagonist -0.75 and HEK293 NFkB inh 18.
`Cc1ccc(C2NC(=O)c3c(sc4c3CCN(C)C4)N2)s1` (configuration not stated) gave TNAP act DEA 0.8, M1 ag -1.3, D1 allo mod -1.5, Jurkat viability -9, E coli RNAP 6, S1P3 agonist 0.1, M1 antagonist 0.035, HEK293 NFkB inh -3 and S1P1 ag-PAM -14.
For c1ccc(-c2ccc(-c3ccccn3)nn2)nc1 the results were TNAP act DEA 0.9, M1 ag -0.29, D1 allo mod -8.7*, Jurkat viability 1, E coli RNAP 7, S1P3 agonist -0.2, M1 antagonist -0.65, HEK293 NFkB inh 1 and S1P1 ag-PAM -2.
CCCC(=O)Nc1cc(OC)c(NC(=O)NC2CCCCC2)cc1OC was read as TNAP act DEA 0.9, M1 ag -0.54, D1 allo mod -0.011, Jurkat viability -3, E coli RNAP 11, S1P3 agonist -1.2, M1 antagonist 1.1, HEK293 NFkB inh 1 and S1P1 ag-PAM -2.
For O=C(NCCOc1ccccc1)c1ccc2c(c1)OCO2 the results were TNAP act DEA 0.9, M1 ag 0.00083, D1 allo mod -7.5*, Jurkat viability 2, E coli RNAP 19, S1P3 agonist -0.8, M1 antagonist -0.21, HEK293 NFkB inh -19 and S1P1 ag-PAM -2.
For O=C1CC(N2CCCN(C3CC(=O)N(c4ccc(F)cc4)C3=O)CC2)C(=O)N1c1ccc(F)cc1 (configuration not stated) the results were TNAP act DEA 1.1, M1 ag 1.3, D1 allo mod -0.72, Jurkat viability 0, E coli RNAP 8, S1P3 agonist -1.0, M1 antagonist 0.67, HEK293 NFkB inh 9 and S1P1 ag-PAM 11.
`Cc1onc(-c2ccccc2Cl)c1C(=O)Nc1cccc(-c2nc3ncccn3c2C)c1` gave TNAP act DEA 1, M1 ag 3.3*, D1 allo mod -1.5, E coli RNAP -13, M1 antagonist -2.3* and HEK293 NFkB inh 13.
Screening Cc1cc(C)n2nc(CC(=O)NC3CCCC(C)C3C)nc2n1 (configuration not stated) returned TNAP act DEA 0.9, M1 ag 0.45, D1 allo mod -0.073, E coli RNAP 5, M1 antagonist 0.15 and HEK293 NFkB inh 25.
Screening CSc1nc2cc(S(=O)(=O)N3CCOCC3)ccc2s1 returned TNAP act DEA 0.9, M1 ag -0.33, D1 allo mod 2.2, Jurkat viability -5, E coli RNAP 9, S1P3 agonist -0.4, M1 antagonist 0.62, HEK293 NFkB inh 8 and S1P1 ag-PAM -3.
For CC1(C(=O)CSc2n[nH]c(-c3ccccc3Cl)n2)CCC(=O)O1 (configuration not stated) the results were TNAP act DEA 0.7, M1 ag 0.66, E coli RNAP 9, S1P3 agonist -3.6, M1 antagonist -0.19 and S1P1 ag-PAM -11.

As a short view, part of the list above.
For O=C1CC(N2CCCN(C3CC(=O)N(c4ccc(F)cc4)C3=O)CC2)C(=O)N1c1ccc(F)cc1 (configuration not stated) the results were TNAP act DEA 1.1, M1 ag 1.3, D1 allo mod -0.72, Jurkat viability 0, E coli RNAP 8, S1P3 agonist -1.0, M1 antagonist 0.67, HEK293 NFkB inh 9 and S1P1 ag-PAM 11.
`Cc1onc(-c2ccccc2Cl)c1C(=O)Nc1cccc(-c2nc3ncccn3c2C)c1` gave TNAP act DEA 1, M1 ag 3.3*, D1 allo mod -1.5, E coli RNAP -13, M1 antagonist -2.3* and HEK293 NFkB inh 13.
Screening Cc1cc(C)n2nc(CC(=O)NC3CCCC(C)C3C)nc2n1 (configuration not stated) returned TNAP act DEA 0.9, M1 ag 0.45, D1 allo mod -0.073, E coli RNAP 5, M1 antagonist 0.15 and HEK293 NFkB inh 25.
Screening CSc1nc2cc(S(=O)(=O)N3CCOCC3)ccc2s1 returned TNAP act DEA 0.9, M1 ag -0.33, D1 allo mod 2.2, Jurkat viability -5, E coli RNAP 9, S1P3 agonist -0.4, M1 antagonist 0.62, HEK293 NFkB inh 8 and S1P1 ag-PAM -3.
For CC1(C(=O)CSc2n[nH]c(-c3ccccc3Cl)n2)CCC(=O)O1 (configuration not stated) the results were TNAP act DEA 0.7, M1 ag 0.66, E coli RNAP 9, S1P3 agonist -3.6, M1 antagonist -0.19 and S1P1 ag-PAM -11.

Other compounds follow:
`COc1ccc(CNC(=O)C2CCN(S(=O)(=O)c3c(C)n[nH]c3C)CC2)cc1` gave TNAP act DEA 0.8, M1 ag 1.2, D1 allo mod -0.67, Jurkat viability 2, E coli RNAP 0, S1P3 agonist 0.3, M1 antagonist 0.62, HEK293 NFkB inh 4 and S1P1 ag-PAM -20.
For O=C(Cn1nc(C(F)(F)F)c2c1CCCC2)NC1CCCC1 the results were TNAP act DEA 0.9, M1 ag 0.32, D1 allo mod 0.091, Jurkat viability -13, S1P3 agonist -1.5, M1 antagonist 0.34, HEK293 NFkB inh 16 and S1P1 ag-PAM 27.
COc1ccc(-c2nn(C)c(=O)c3ccccc23)cc1CNC(=O)CN1CCOCC1 was read as M1 ag -0.085, D1 allo mod 0.013, Jurkat viability 2, S1P3 agonist -0.7, M1 antagonist -1.6, HEK293 NFkB inh 15 and S1P1 ag-PAM -14.
Screening O=C(O)c1ccc2c(c1)nnn2C1CCCCC1 returned TNAP act DEA 0.8, M1 ag -0.098, D1 allo mod 0.35, Jurkat viability 1, E coli RNAP 15, S1P3 agonist 1.0, M1 antagonist -0.31, HEK293 NFkB inh 7 and S1P1 ag-PAM 9.
For COC(=O)C1C(=O)C2=C(CC1C)NC(=O)CC2c1ccccc1 (configuration not stated) the results were TNAP act DEA 0.9, M1 ag 0.051, D1 allo mod -0.77, Jurkat viability 0, E coli RNAP 2, S1P3 agonist -0.7, M1 antagonist 0.29, HEK293 NFkB inh -1 and S1P1 ag-PAM -21.
Screening CCCS(=O)(=O)c1nc(S(=O)(=O)c2ccc(C)cc2)c(N2CCCC2)s1 returned TNAP act DEA 0.9, M1 ag -1.5, Jurkat viability 2, E coli RNAP -1, S1P3 agonist -0.3, M1 antagonist -0.46, HEK293 NFkB inh 12 and S1P1 ag-PAM 6.
CCCCc1ccc(Nc2ncnc3nc[nH]c23)cc1 was read as TNAP act DEA 1.2, M1 ag -0.066, D1 allo mod -2.3, Jurkat viability -2, E coli RNAP 8, S1P3 agonist -1.3, M1 antagonist -0.6, HEK293 NFkB inh -17 and S1P1 ag-PAM 2.
CC1CN(c2cc3nccnc3cc2F)CC(C)O1 (configuration not stated) was read as TNAP act DEA 0.9, D1 allo mod 0.51, Jurkat viability 10, E coli RNAP 9, S1P3 agonist -0.6 and HEK293 NFkB inh 8.
For Cc1ccccc1CSCC(=O)c1c(N)n(C)c(=O)n(C)c1=O the results were TNAP act DEA 0.9, M1 ag 0.0084, D1 allo mod -0.13, Jurkat viability 6, E coli RNAP 2, S1P3 agonist 0.4, M1 antagonist 0.15, HEK293 NFkB inh -10 and S1P1 ag-PAM -10.
